NS5 inhibitors: flavivirus cap methylation enzyme inhibition – biochemical, confirmation dose response, primary screen (AID 588689); Dengue-2 NS5 methyltransferase capping enzyme assay, biochemical; higher % means a stronger effect; inhibition, % at 25 µM; hits with a dose series show IC50 in µM; 0.3% of 340,000 active; in the data active = a potency from the dose series
Large T inhibition: SV40 large T antigen inhibitors, biochemical (AID 1903). SV40 large T antigen ATPase/helicase inhibition assay; higher % means a stronger effect. 0.39% of 310,000 active. inhibition, % at 20 µM, or IC50 in µM where a hit was titrated; in the data active = a potency from the dose series; also: strong numbers were not always called active
GPR35 arrestin U2OS: inhibition of zaprinast-stimulated GPR35 beta-arrestin translocation – imaging, U2OS, beta-arrestin-GFP, zaprinast agonist, primary screen (AID 2058); 0.052% of 290,000 active; U2OS GPR35 beta-arrestin-GFP translocation imaging, zaprinast antagonism; higher % means a stronger effect; one-dose inhibition, % at 10 µM; IC50 in µM for titrated hits;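 active = inhibition of at least 50% with at least 30 cells and total cytoplasm GFP at most 10,000,000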
GPR55 LPI antagonism: GPR55 antagonists blocking LPI-driven arrestin recruitment, primary screen, imaging, U2OS, beta-arrestin-GFP, LPI agonist (AID 2013); U2OS GPR55 beta-arrestin-GFP translocation imaging, LPI antagonism; higher % means a stronger effect; inhibition, % at 10 µM; hits with a dose series show IC50 in µM; 0.13% of 290,000 active;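 active = spots per cell inhibited over 60%, with over 100 cells counted and total cytoplasm intensity under 500,000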;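 also: U2OS cells stably carrying GPR55 and arrestin-GFP stimulated by 5 µM LPI near EC80; imaged beta-arrestin-GFP aggregate spots per cell after agonist stimulation; plate controls were LPI-stimulated DMSO wells for no effect and DMSO wells without LPI for full effect; some results filed as inactive read as strong as hits; confirmed hits need IC50 under 10 µM and bright autofluorescent wells are also inconclusive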
AID2073: disruptors of CaV2.2 binding to Mint1 – biochemical, HTRF (AID 2073); HTRF protein-protein interaction, Mint1-CaV2.2; higher % means a stronger effect; one-dose inhibition, % at 20 µM; IC50 in µM for titrated hits; 0.19% of 290,000 active; in the data active = inhibition mostly above about 51%, no sharp cut-off; also: some results filed as inactive read as strong as hits
GPR55 activation: selective activators of receptor GPR55 – imaging, U2OS cells, beta-arrestin-GFP redistribution, primary screen (AID 1961); U2OS GPR55 beta-arrestin-GFP redistribution imaging; higher % means a stronger effect; activation, % at 10 µM, or EC50 in µM where a hit was titrated; 0.048% of 290,000 active;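 active = activation above 40% with more than 50 cells counted in the well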;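 also: U2OS osteosarcoma cells stably expressing GPR55 and beta-arrestin-GFP; plate controls were DMSO negative control for no effect and LPI positive control for full effect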
MgcRacGAP inhibition: MgcRacGAP GTPase-activating activity inhibitors, confirmation, biochemical, ADP Hunter fluorescence | inhibition, % at 30 µM, or IC50 in µM where a hit was titrated | 0.6% of 340,000 active | MgcRacGAP-stimulated Rac1 GTP hydrolysis, ADP Hunter fluorescence; higher % means a stronger effect; GST-tagged Rac1 F28L mutant substrate;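 active = first-screen hits whose inhibition reached a set limit at any dose in the follow-up dose series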;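 also: fluorescence reports GDP produced by GAP-driven GTP hydrolysis; strong numbers were not always called active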
Yfh1-off respiration: mitochondrial function rescue without frataxin homolog – Friedreich's ataxia, plus single-dose screen, dose response (AID 1465); S. cerevisiae Yfh1-off respiration, WST-1 reduction, 72 h; higher fold induction means a stronger effect; fold induction at 50 µM, or EC50 in µM where a hit was titrated; 0.074% of 220,000 active;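 active = fold induction of absorbance versus untreated yeast above a set limit, then at least 30% activation at any dose in follow-up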;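 also: activators that raise dye reduction in frataxin-depleted yeast; strong numbers were not always called active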
NTR1 ag: NTR1-driven beta-arrestin-GFP spot formation – imaging, U2OS cells, high content, primary screen (AID 493036); activation, % at 20 µM; agonist mode; P30989; 0.17% of 330,000 active;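 active = activation at or above 40% of the spot to cytoplasm intensity ratio, with at least 20 cells analyzed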;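 also: 0% = DMSO without peptide and 100% = 100 nM NTR1 peptide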
Target sequence (P30989 whole entry, looked up): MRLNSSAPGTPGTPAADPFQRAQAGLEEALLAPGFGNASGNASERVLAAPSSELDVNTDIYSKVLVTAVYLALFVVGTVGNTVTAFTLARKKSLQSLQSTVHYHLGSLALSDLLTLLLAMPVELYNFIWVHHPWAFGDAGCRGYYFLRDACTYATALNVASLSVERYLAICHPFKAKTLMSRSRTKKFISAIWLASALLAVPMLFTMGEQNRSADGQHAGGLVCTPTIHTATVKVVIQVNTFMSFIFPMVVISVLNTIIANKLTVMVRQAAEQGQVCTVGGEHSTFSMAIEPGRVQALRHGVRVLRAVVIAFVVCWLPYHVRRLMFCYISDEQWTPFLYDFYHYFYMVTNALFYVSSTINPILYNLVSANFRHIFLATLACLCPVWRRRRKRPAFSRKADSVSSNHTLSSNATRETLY
NTR1 ag cell count 20 µM: further read-out of NTR1 ag, marked with its call; cell count; measured here: cell count, cytotoxicity flag
An asterisk follows results filed as active; i = inactive; / = not tested or not shown. No enrichment for hits; overall some 1.7% were active at least once.

Molecule,GPR35 arrestin U2OS,GPR55 activation,Large T inhibition,NS5 inhibitors,AID2073,Yfh1-off respiration,NTR1 ag cell count 20 µM,NTR1 ag,MgcRacGAP inhibition,GPR55 LPI antagonism
CCC(Sc1nc(C)cc(C)n1)C(=O)NC1=NN=C(c2ccc(C)cc2)CS1 (stereo not drawn),-7%,0.2%,5%,0%,31%,i,54,4.6,5%,-1%
Cc1ccc(-n2c(=S)[nH]c3c(oc4ccccc43)c2=O)cc1,-16%,-0.2%,16%,-9%,16%,i,38,-0.3,21%,-7%
O=C1C(=C2SCCCS2)CC/C1=C\c1ccc(F)cc1,8%,0.3%,0%,-4%,-10%,i,53,1.5,11%,-2%
CS/C(=C\[N+](=O)[O-])Nc1ccc(Cl)cc1,-16%,-0.1%,2%,5%,15%,i,37,0.7,12%,-17%
CCOC(=O)C1C(=O)OC(C)(C)C1C(CC)C(=O)c1c(C)cc(C)cc1C (stereo not drawn),-8%,-0.3%,11%,/,-1%,i,48,1.4,/,-1%
CCC(CC)C(=O)Nc1cccc(C(=O)N2CCOCC2)c1,-5%,0.8%,13%,-1%,-6%,i,50,-0.1,-3%,-7%
COc1ccc(/C=c2\sc3nc(=O)c(C)nn3c2=O)c(OC)c1,-6%,-0.3%,8%,22µM*,-8%,i,28,1.6,12%,29%
CC(=O)Nc1ccc(S(=O)(=O)NCC(=O)OCC(=O)N2CCCc3ccccc32)cc1,1%,-0.8%,9%,-3%,-6%,i,38,-0.8,3%,6%
CCOC(=O)N1CCN(C(=O)Nc2ccc3nc(C)sc3c2)CC1,20%,0.0%,13%,-9%,-8%,i,66,-1.5,7%,-8%
O=C(Nc1ccc2c(c1)OCO2)c1cc2n(n1)C(C(F)(F)F)CC(c1ccccc1)N2 (stereo not drawn),-11%,-0.1%,6%,3%,1%,i,85,2.0,4%,-10%

(listing goes on)
Molecule,GPR35 arrestin U2OS,GPR55 activation,Large T inhibition,NS5 inhibitors,AID2073,Yfh1-off respiration,NTR1 ag cell count 20 µM,NTR1 ag,MgcRacGAP inhibition,GPR55 LPI antagonism
COc1ccc(NC(=S)Nc2ccc(S(N)(=O)=O)cc2)c(C)c1,-3%,-0.6%,7%,5%,17%,i,42,2.0,10%,4%
CC(=O)Nc1ccc(S(=O)(=O)Nc2ccc(S(=O)(=O)N3CCCCCC3)cc2)cc1,-7%,-0.1%,1%,5%,-3%,i,94,-0.4,7%,-8%
CC(C)CNC(=O)COC(=O)CCC(=O)c1ccc(F)cc1,1%,-0.1%,2%,-4%,3%,i,79,-1.4,3%,-3%
COC(=O)c1ccccc1NC(=O)COC(=O)c1ccccc1N=Nc1ccc(N(C)C)cc1,5%,-0.2%,6%,3%,4%,i,53,5.2,18%,6%
c1ccc(-c2ccccc2OCCN2CCOCC2)cc1,0%,-0.4%,9%,-4%,-5%,i,59,-1.9,111µM*,12%
Cc1sc2ncnc(N3CCN(S(=O)(=O)c4ccc(Br)cc4)CC3)c2c1C,0%,-0.1%,28%,-2%,6%,/,50,5.6,3%,8%
CS(=O)(=O)c1ccccc1-c1nnc(NC(=O)COc2ccc(Cl)cc2)o1,/,/,2%,3%,/,/,57,0.8,0%,/
CCN(CC(=O)NCc1ccc(Cl)cc1)C(=O)CN1C(=O)NC(CC)(c2ccccc2)C1=O (stereo not drawn),8%,-0.1%,5%,2%,3%,/,73,-0.3,5%,13%
CC1=C(C(=O)OCC2CCCO2)C(c2ccc(C)cc2)C2=C(CC(C)(C)CC2=O)N1 (stereo not drawn),8%,0.0%,10%,4%,16%,i,90,-0.3,5%,-2%
COc1nc(NC(C)=O)nc(C)c1Br,-6%,-0.2%,0%,/,-6%,i,89,-1.4,/,-4%

Other records.
Molecule,GPR35 arrestin U2OS,GPR55 activation,Large T inhibition,NS5 inhibitors,AID2073,Yfh1-off respiration,NTR1 ag cell count 20 µM,NTR1 ag,MgcRacGAP inhibition,GPR55 LPI antagonism
Cc1ccc2cn[nH]c2c1NC(=S)NC(=O)c1ccccc1,-4%,0.0%,1%,-5%,2%,i,94,2.5,7%,18%
Cc1nc2scc(C)n2c(=O)c1S(=O)(=O)Nc1ccc(OC(F)(F)F)cc1,0%,-0.1%,9%,-1%,8%,/,56,-0.7,-5%,18%
CCOc1ccc(OCC)c(NC(=O)Nc2ccc3c(c2)N(C)C(=O)CS3)c1,-12%,-0.3%,14%,-7%,6%,i,51,11,0%,-4%
CN(C)CCNC(=O)c1cccc(S(=O)(=O)Nc2ccc(F)cc2)c1,-5%,0.0%,8%,/,-4%,i,26,-0.9,5%,0%
CCOC(=O)CN(C(=O)CN1CCC(n2nnc3cc(C)ccc32)CC1)c1ccccc1,-4%,-0.1%,2%,-6%,6%,i,67,-5.6,6%,0%
COC(=O)[C@@H]1C[C@H]1[C@@H](NS(=O)(=O)c1ccccc1)c1ccccc1,-7%,0.2%,20%,-2%,-9%,i,97,1.8,4%,3%
CCCOc1ccccc1/C=C1/C(=O)ON=C1C,2%,0.0%,25%,18%,30%,/,65,3.8,11%,16%
O=S(=O)(c1ccc2nc(COc3ccccc3)[nH]c2c1)N1CCOCC1,-4%,0.1%,4%,-8%,-3%,i,44,-0.8,10%,11%
CC(=O)c1ccc(-c2ccc(Cn3c(C)nc4cc(N)c(C)nc43)cc2)cc1,29%,0.1%,-4%,-11%,7%,i,40,-0.1,11%,10%
Cc1sc2ncnc(OCC(=O)NC(C)C(C)C)c2c1C (stereo not drawn),7%,0.1%,18%,6%,-6%,i,86,-1.5,3%,6%

More compounds follow:
Molecule,GPR35 arrestin U2OS,GPR55 activation,Large T inhibition,NS5 inhibitors,AID2073,Yfh1-off respiration,NTR1 ag cell count 20 µM,NTR1 ag,MgcRacGAP inhibition,GPR55 LPI antagonism
CNc1ccccc1C(=O)OCC(C)=O,-10%,-0.3%,17%,-8%,5%,i,90,2.7,8%,14%
CCC/C(O)=C1\C(=O)CC(C)(C)CC1=Nc1ccc(OC)cc1,-7%,-0.1%,5%,-3%,-4%,/,54,2.9,9%,-24%
CC(C)c1onc(C(=O)Nc2cccc(Cl)c2)c1[N+](=O)[O-],10%,0.5%,1%,-32%,-8%,i,84,-0.9,-30%,4%
CCOC(=O)C1C(=O)C=C(c2cccs2)CC1c1ccccc1C (stereo not drawn),-11%,1.1%,10%,-1%,2%,i,52,2.5,-4%,4%
O=C(NCCN1CCOCC1)NC1(C(F)(F)F)Oc2ccc(Cl)cc2O1 (stereo not drawn),4%,0.0%,34%,-5%,-1%,i,/,/,30%,3%
COc1cccc(CNc2ccc(S(N)(=O)=O)cc2)c1OCc1ccccc1F,4%,0.4%,-2%,-1%,2%,i,25,-1.8,7%,4%
COCCNC(=S)NCc1ccc2[nH]c3c(c2c1)CCCC3,-18%,-0.4%,10%,4%,-14%,i,104,-3.2,12%,4%
COc1ccc(-c2nnc(SC(C)C#N)o2)cc1 (stereo not drawn),10%,0.0%,1%,0%,1%,i,81,1.9,6%,26%
O=C(NC1CCN(C(=O)Nc2cccc(F)c2)CC1)c1ccco1,-1%,0.0%,6%,-2%,8%,/,39,2.2,7%,-2%
CCOC(=O)C1CCCCN1C(=O)c1ccc2nc(Cc3ccc(OC)cc3)oc2c1 (stereo not drawn),16%,0.2%,11%,-12%,4%,/,57,0.2,5%,2%

The results go on:
Molecule,GPR35 arrestin U2OS,GPR55 activation,Large T inhibition,NS5 inhibitors,AID2073,Yfh1-off respiration,NTR1 ag cell count 20 µM,NTR1 ag,MgcRacGAP inhibition,GPR55 LPI antagonism
C/C(=C/C(=O)NCc1ccccc1)C(=O)O,-3%,-0.1%,2%,-3%,17%,i,71,0.4,-11%,-3%
CC(=O)N(CCc1ccccc1)Cc1cc2ccc(C)c(C)c2[nH]c1=O,7%,-0.2%,-14%,/,1%,/,57,1.4,-1%,11%
Cc1ccc(C(=O)c2cc(C)sc2N)cc1,-15%,-0.1%,19%,-5%,14%,i,89,-0.5,26%,0%
COc1ccc(-c2nc3nc(C)cc(=O)n3[nH]2)cc1,-2%,-0.1%,3%,-3%,7%,i,53,-0.2,6%,3%

Molecules above with two or more sulfur atoms, in the order listed:
Molecule,GPR35 arrestin U2OS,GPR55 activation,Large T inhibition,NS5 inhibitors,AID2073,Yfh1-off respiration,NTR1 ag cell count 20 µM,NTR1 ag,MgcRacGAP inhibition,GPR55 LPI antagonism
CCC(Sc1nc(C)cc(C)n1)C(=O)NC1=NN=C(c2ccc(C)cc2)CS1 (stereo not drawn),-7%,0.2%,5%,0%,31%,i,54,4.6,5%,-1%
O=C1C(=C2SCCCS2)CC/C1=C\c1ccc(F)cc1,8%,0.3%,0%,-4%,-10%,i,53,1.5,11%,-2%
COc1ccc(NC(=S)Nc2ccc(S(N)(=O)=O)cc2)c(C)c1,-3%,-0.6%,7%,5%,17%,i,42,2.0,10%,4%
CC(=O)Nc1ccc(S(=O)(=O)Nc2ccc(S(=O)(=O)N3CCCCCC3)cc2)cc1,-7%,-0.1%,1%,5%,-3%,i,94,-0.4,7%,-8%
Cc1sc2ncnc(N3CCN(S(=O)(=O)c4ccc(Br)cc4)CC3)c2c1C,0%,-0.1%,28%,-2%,6%,/,50,5.6,3%,8%
Cc1nc2scc(C)n2c(=O)c1S(=O)(=O)Nc1ccc(OC(F)(F)F)cc1,0%,-0.1%,9%,-1%,8%,/,56,-0.7,-5%,18%

Screens deposited in PubChem by several laboratories.
